Bioassay records: PubChem, Sanford-Burnham Center for Chemical Genomics
CXCR6 inh = CXCR6 (human) receptor inhibition; CHO-K1 PathHunter CXCR6 beta-arrestin, luminescence; inhibition, % at 20 µM; 0.36% of 360,000 active; AID 602244; in the data active = inhibition above about 34%, passing the limit was not always enough;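 also: antagonist mode with CXCL16 agonist at 10 nM final; 0% = 10 nM CXCL16 with DMSO and 100% = unstimulated wells without agonist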
Target sequence (O00574 whole entry, looked up): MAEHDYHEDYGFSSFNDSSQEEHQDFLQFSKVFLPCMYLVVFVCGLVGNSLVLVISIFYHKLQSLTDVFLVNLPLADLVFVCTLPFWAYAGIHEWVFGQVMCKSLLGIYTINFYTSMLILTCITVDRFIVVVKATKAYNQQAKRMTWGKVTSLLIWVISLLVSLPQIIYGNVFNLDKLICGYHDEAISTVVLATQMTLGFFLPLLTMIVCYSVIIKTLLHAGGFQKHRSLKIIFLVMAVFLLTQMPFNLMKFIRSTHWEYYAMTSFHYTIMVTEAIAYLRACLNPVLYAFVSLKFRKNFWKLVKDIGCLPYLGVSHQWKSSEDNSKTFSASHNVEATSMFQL
EBI2 antag = blocks human EBI2 receptor beta-arrestin signaling; EBI2 beta-arrestin recruitment, luminescence, 7a,25-OHC stimulated; inhibition, % at 5 µM; 0.81% of 360,000 active; in the data active = inhibition above about 38%;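 also: enzyme fragment complementation signal reports receptor beta-arrestin coupling in cells; 0% = agonist plus DMSO wells and 100% = wells without agonist; some results beyond the cut were filed as inactive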
Target sequence (P32249 whole entry, looked up, the tested form may be a part): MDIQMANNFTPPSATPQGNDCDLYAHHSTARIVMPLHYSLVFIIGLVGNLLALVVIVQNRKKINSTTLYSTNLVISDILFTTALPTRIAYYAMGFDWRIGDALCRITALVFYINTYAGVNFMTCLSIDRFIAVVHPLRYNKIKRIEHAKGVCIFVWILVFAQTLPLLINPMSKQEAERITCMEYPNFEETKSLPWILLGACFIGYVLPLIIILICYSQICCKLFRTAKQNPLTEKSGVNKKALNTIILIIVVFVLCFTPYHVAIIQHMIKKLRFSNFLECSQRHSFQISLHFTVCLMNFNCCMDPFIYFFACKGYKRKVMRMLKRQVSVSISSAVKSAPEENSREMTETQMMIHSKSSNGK
CHOP UPR activ = activators of apoptotic arm of unfolded protein response (CHOP) | activation, % at 10 µM | 0.34% of 330,000 active | CHO-CHOP luciferase reporter, UPR activation, luminescence; percent of tunicamycin response over DMSO baseline;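 active = at 10 µM dose, activation of 40% or more, normalized to positive control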;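 also: 100% = tunicamycin at 10 µg/mL and 0% = DMSO alone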
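Dosing – one dose, 10 µM in 0.5% DMSO · System – CHO-CHOP cells, stable luciferase reporter of PERK-eIF2a-CHOP signalling · Input – 500 cells/well · Control set – tunicamycin 10 µg/mL final as positive, DMSO-only wells as negative · Timing – 6 h compound treatment, 37 °C · Measure – % activation vs tunicamycin · Technique – luminescence read with Steady-Glo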
Mdm2-MdmX inh = disrupts the human Mdm2-MdmX interaction | SaOS-2 split-luciferase Mdm2/MdmX complementation, luminescence | inhibition, % at 8 µM | 3% of 330,000 active | AID 485346;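 active = inhibition of at least 50% at 8 µM in the primary screen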
CCR6 antag = CCR6 (human) receptor antagonism; CHO-K1 CCR6 PathHunter beta-arrestin, luminescence, CCL20-stimulated; inhibition, % at 20 µM; 0.49% of 340,000 active; P51684;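 active = compounds whose inhibition of the agonist-driven luminescence signal at 20 µM reaches about 50%, limit read from the data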;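 also: cells stimulated with CCL20 at 14 nM final; plate controls were DMSO with CCL20 for no effect and DMSO without agonist for full effect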
Target sequence (P51684 whole entry, looked up): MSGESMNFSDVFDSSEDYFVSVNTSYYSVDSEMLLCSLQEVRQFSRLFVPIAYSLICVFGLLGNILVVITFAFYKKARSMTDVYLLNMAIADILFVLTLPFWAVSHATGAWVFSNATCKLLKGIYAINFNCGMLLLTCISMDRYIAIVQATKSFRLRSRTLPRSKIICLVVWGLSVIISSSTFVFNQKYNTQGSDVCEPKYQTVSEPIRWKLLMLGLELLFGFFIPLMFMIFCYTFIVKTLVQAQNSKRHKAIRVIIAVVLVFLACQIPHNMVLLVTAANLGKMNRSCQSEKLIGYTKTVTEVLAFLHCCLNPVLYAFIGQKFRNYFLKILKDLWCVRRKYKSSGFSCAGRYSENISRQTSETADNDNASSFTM
Jurkat NFkB inh = inhibitors of the PMA/ionomycin-induced NF-kB reporter in Jurkat cells; PMA/ionomycin-induced NF-kB luciferase reporter, luminescence; 0.53% of 330,000 active; AID 435003; inhibition, % at 4 µM; in the data active = inhibition above about 50%
Gli-Sufu antag = antagonists of Gli-Sufu signaling | Sufu-KO-LIGHT fibroblasts, Gli luciferase reporter luminescence | inhibition, % at 5 µM | 0.74% of 340,000 active | AID 588413;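 active = inhibition above about 55%, limit read from the data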;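 also: 0% = DMSO-treated cells and 100% = wells with medium but no cells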
XBP1 UPR activ = activators of adaptive arm of unfolded protein response (XBP1); CHO-XBP1 luciferase reporter, IRE1-XBP1 UPR activation, luminescence; percent of tunicamycin response, DMSO as zero; activation, % at 20 µM; 0.33% of 330,000 active; AID 463104;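 active = versus positive control, 20 µM dose yields 30% or more activation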;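 also: 100% = tunicamycin at 10 µg/mL and 0% = DMSO only wells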
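Assay system: IRE1-XBP1 luciferase reporter CHO line. Input: 1000 cells/well. Buffer or medium: F12 with 10% serum. Doses: 20 µM, 1% DMSO. Times: overnight seeding at 37 °C, 6 h compound treatment at 37 °C. Technique: Steady-Glo luciferase glow luminescence, 10 min after reagent addition.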
697 NFkB inh = lowers PMA/ionomycin-induced NF-kB signal in 697 B cells; 697 B-cell NF-kB luciferase reporter, 16 h; inhibition, % at 4 µM; 0.33% of 330,000 active; AID 435022; in the data active = inhibition above about 35%
Starred values were filed as active, the others as inactive.

Results for Cc1ccc2nc(-c3ccc(NC(=O)CSc4nccc(=O)[nH]4)cc3)sc2c1 ?
CXCR6 inh: -2; EBI2 antag: -10; CHOP UPR activ: 1.9; Mdm2-MdmX inh: -314; CCR6 antag: 22; Jurkat NFkB inh: -91; Gli-Sufu antag: -65; XBP1 UPR activ: 2; 697 NFkB inh: -176

How did CCN(CC)C(=O)Oc1ccc(NC(C)=O)cc1 do in these assays?
CXCR6 inh: 2; EBI2 antag: 2; CHOP UPR activ: -1.1; Mdm2-MdmX inh: 25; CCR6 antag: -3; Jurkat NFkB inh: -12; Gli-Sufu antag: 0; XBP1 UPR activ: 3; 697 NFkB inh: 9

Results for COc1ccccc1NC(=O)COC(=O)CN1C(=O)C(=O)c2ccccc21 ?
CXCR6 inh: 5; EBI2 antag: 19; CHOP UPR activ: -1.1; Mdm2-MdmX inh: 34; CCR6 antag: 14; Jurkat NFkB inh: 10; Gli-Sufu antag: -29; XBP1 UPR activ: 4; 697 NFkB inh: 14

What do the screens show for `CCCC[C@@H]1CNC(=S)N1CCc1cccc2ccccc12`?
CXCR6 inh: 12; EBI2 antag: 23; CHOP UPR activ: -1.0; Mdm2-MdmX inh: 16; CCR6 antag: 17; Jurkat NFkB inh: 9; Gli-Sufu antag: 4; XBP1 UPR activ: 2; 697 NFkB inh: -14

What do the screens show for `O=C(CSc1nc(NS(=O)(=O)c2ccccc2)cc(=O)[nH]1)Nc1ccccc1Cl`?
CXCR6 inh: 6; EBI2 antag: -6; CHOP UPR activ: 0.7; Mdm2-MdmX inh: 15; CCR6 antag: -2; Jurkat NFkB inh: 11; Gli-Sufu antag: -27; XBP1 UPR activ: 0; 697 NFkB inh: 2

Results for CCN(CC)CCN(Cc1cc2cc3c(cc2[nH]c1=O)OCO3)C(=S)NCCOC ?
CXCR6 inh: -3; EBI2 antag: -6; CHOP UPR activ: 2.8; Mdm2-MdmX inh: 21; CCR6 antag: 10; Jurkat NFkB inh: -9; Gli-Sufu antag: 21; XBP1 UPR activ: -3; 697 NFkB inh: -21

What do the screens show for `COc1ccc(CC(=O)NNC(=S)Nc2ccccc2)cc1Cl`?
CXCR6 inh: 1; EBI2 antag: -7; CHOP UPR activ: 1.6; Mdm2-MdmX inh: 21; CCR6 antag: 2; Jurkat NFkB inh: -11; Gli-Sufu antag: 6; XBP1 UPR activ: 1; 697 NFkB inh: -7

What do the screens show for `Cn1c(N)c(C(=O)COC(=O)C2CCCN2C(=O)c2cccs2)c(=O)n(C)c1=O` (configuration not stated)?
CXCR6 inh: -10; EBI2 antag: 3; CHOP UPR activ: -0.5; Mdm2-MdmX inh: -7; CCR6 antag: -6; Jurkat NFkB inh: 4; Gli-Sufu antag: 2; XBP1 UPR activ: 0; 697 NFkB inh: 16

Results for Cc1cccc(CSc2nnc([C@@H]3CCCN3)o2)c1 ?
CXCR6 inh: -11; EBI2 antag: -15; CHOP UPR activ: -1.2; Mdm2-MdmX inh: 22; CCR6 antag: 6; Jurkat NFkB inh: -16; Gli-Sufu antag: -5; XBP1 UPR activ: -4; 697 NFkB inh: 6

What do the screens show for `COc1ccc2[nH]c3c(c2c1)CCN1C(=O)C(CC(=O)NCCCN(C)C)C[C@H](C(=O)N2CCOCC2)[C@@]31CCC1CCCC1` (some centres not stated)?
CXCR6 inh: -4; EBI2 antag: -8; CHOP UPR activ: 1.5; Mdm2-MdmX inh: -4; CCR6 antag: 8; Gli-Sufu antag: -4; XBP1 UPR activ: 0; 697 NFkB inh: -8

What do the screens show for `COc1cccc(C(=O)NCC(=O)N/N=C/c2cccc(OC(=O)c3ccc([N+](=O)[O-])cc3)c2)c1`?
CXCR6 inh: -17; EBI2 antag: -16; CHOP UPR activ: 1.6; Mdm2-MdmX inh: -8; CCR6 antag: -16; Jurkat NFkB inh: 9; Gli-Sufu antag: -6; XBP1 UPR activ: 4; 697 NFkB inh: 12

How did Cc1nc(SCC(=O)Nc2cccnc2Cl)nc(C)c1C do in these assays?
CXCR6 inh: 8; EBI2 antag: -10; CHOP UPR activ: 1.7; Mdm2-MdmX inh: 4; CCR6 antag: -3; Jurkat NFkB inh: 4; Gli-Sufu antag: 3; XBP1 UPR activ: 2; 697 NFkB inh: 12

Results for CCc1ccc(NC(=O)c2ccccc2NC(=O)C2CCCO2)cc1 (configuration not stated) ?
CXCR6 inh: 6; EBI2 antag: -9; CHOP UPR activ: 15; Mdm2-MdmX inh: -34; CCR6 antag: 19; Jurkat NFkB inh: -93; Gli-Sufu antag: -59; XBP1 UPR activ: 3; 697 NFkB inh: -44

Results for COc1ccc(Br)cc1/C=c1\sc2nc(-c3ccco3)nn2c1=O ?
CXCR6 inh: 10; EBI2 antag: -20; CHOP UPR activ: -1.3; Mdm2-MdmX inh: 15; CCR6 antag: 48; Jurkat NFkB inh: 2; Gli-Sufu antag: 7; XBP1 UPR activ: -2; 697 NFkB inh: 3

How did COc1cccc(CN(C)C(=O)CSCC(=O)Nc2cc(C)on2)c1OC do in these assays?
CXCR6 inh: 4; EBI2 antag: -3; CHOP UPR activ: 0.1; Mdm2-MdmX inh: -1; CCR6 antag: 6; Jurkat NFkB inh: 18; Gli-Sufu antag: -6; XBP1 UPR activ: -3; 697 NFkB inh: 19

Results for Clc1ccccc1N/N=C/c1ccc2c(c1)OCO2 ?
CXCR6 inh: -6; EBI2 antag: 2; CHOP UPR activ: 6.4; Mdm2-MdmX inh: -130; CCR6 antag: 3; Jurkat NFkB inh: -81; Gli-Sufu antag: -86; XBP1 UPR activ: 1; 697 NFkB inh: -72

What do the screens show for `CCOC(=O)C(Cc1ccccc1)c1ccnc2ncnn12` (configuration not stated)?
CXCR6 inh: -2; EBI2 antag: -4; CHOP UPR activ: 1.3; Mdm2-MdmX inh: 11; CCR6 antag: 0; Jurkat NFkB inh: 5; Gli-Sufu antag: -20; XBP1 UPR activ: -2; 697 NFkB inh: 2

Results for C=C1C[C@H](O[C@@H]2O[C@H](CO)[C@@H](O)[C@H](O)[C@H]2O)[C@@H]2[C@H](OC(=O)[C@H]2C)[C@H]2[C@H](C)[C@H](O)C[C@@H]12 ?
CXCR6 inh: -4; EBI2 antag: -18; CHOP UPR activ: -1.5; Mdm2-MdmX inh: 13; CCR6 antag: -2; Jurkat NFkB inh: 10; Gli-Sufu antag: -4; XBP1 UPR activ: -4; 697 NFkB inh: 9

What do the screens show for `CCc1ccccc1NC(=O)c1ccc2nc(N3CCOCC3)sc2c1`?
CXCR6 inh: -7; EBI2 antag: 6; CHOP UPR activ: 1.4; Mdm2-MdmX inh: -13; CCR6 antag: -4; Jurkat NFkB inh: -19; Gli-Sufu antag: -23; XBP1 UPR activ: -3; 697 NFkB inh: -29

Results for CC(=O)N/C(=C\c1ccc(C)o1)C(=O)NCc1ccccc1 ?
CXCR6 inh: 9; EBI2 antag: -11; CHOP UPR activ: 1.0; Mdm2-MdmX inh: -4; CCR6 antag: 15; Jurkat NFkB inh: -3; Gli-Sufu antag: 0; XBP1 UPR activ: -3; 697 NFkB inh: 1

How did Cc1cc(N/N=C/c2ccc(F)cc2)nc(NCc2ccccc2)n1 do in these assays?
CXCR6 inh: -6; EBI2 antag: 1; CHOP UPR activ: 2.8; Mdm2-MdmX inh: 36; CCR6 antag: -10; Jurkat NFkB inh: 6; Gli-Sufu antag: 13; XBP1 UPR activ: 1; 697 NFkB inh: 3

Results for Cc1ccc(S(=O)(=O)[N-]c2nc3ccccc3nc2-n2cc[n+](Cc3ccccc3)c2)cc1 ?
CXCR6 inh: 2; EBI2 antag: -3; CHOP UPR activ: -1.0; Mdm2-MdmX inh: 15; CCR6 antag: 3; Jurkat NFkB inh: -70; Gli-Sufu antag: -7; XBP1 UPR activ: 3; 697 NFkB inh: -75

What do the screens show for `CC(OC(=O)CCC(=O)c1cccs1)C(=O)Nc1ccccc1[N+](=O)[O-]` (configuration not stated)?
CXCR6 inh: -1; EBI2 antag: -13; CHOP UPR activ: 1.0; Mdm2-MdmX inh: 22; CCR6 antag: -10; Jurkat NFkB inh: 13; Gli-Sufu antag: 21; XBP1 UPR activ: 1; 697 NFkB inh: 10

Results for COC(=O)C(NC(=O)CCC(=O)NC(C(=O)OC)c1ccccc1)c1ccccc1 (configuration not stated) ?
CXCR6 inh: -5; EBI2 antag: 0; CHOP UPR activ: -2.2; Mdm2-MdmX inh: 21; CCR6 antag: 11; Jurkat NFkB inh: -28; Gli-Sufu antag: -4; XBP1 UPR activ: 0; 697 NFkB inh: 16

How did COc1cc(C(=O)Nc2cc(C)ccc2C)ccc1OCc1c(C)noc1C do in these assays?
CXCR6 inh: -2; EBI2 antag: 14; CHOP UPR activ: 0.6; Mdm2-MdmX inh: 24; CCR6 antag: 9; Jurkat NFkB inh: -4; Gli-Sufu antag: 9; XBP1 UPR activ: -2; 697 NFkB inh: 20

Results for O=C(CSc1cn[nH]n1)Nc1ccc(O)c(C(=O)O)c1 ?
CXCR6 inh: 8; EBI2 antag: -3; CHOP UPR activ: 0.7; Mdm2-MdmX inh: 21; CCR6 antag: 12; Jurkat NFkB inh: 13; Gli-Sufu antag: 3; XBP1 UPR activ: -4; 697 NFkB inh: 5

What do the screens show for `Cc1nc(/C=C\C(=O)O)c2cc(C)oc2n1`?
CXCR6 inh: -9; EBI2 antag: -8; CHOP UPR activ: -3.3; Mdm2-MdmX inh: 15; CCR6 antag: -7; Jurkat NFkB inh: -28; Gli-Sufu antag: 4; XBP1 UPR activ: -3; 697 NFkB inh: 10

Structural class, those above containing an NH in an aromatic ring
Results for Cc1ccc2nc(-c3ccc(NC(=O)CSc4nccc(=O)[nH]4)cc3)sc2c1 ?
CXCR6 inh: -2; EBI2 antag: -10; CHOP UPR activ: 1.9; Mdm2-MdmX inh: -314; CCR6 antag: 22; Jurkat NFkB inh: -91; Gli-Sufu antag: -65; XBP1 UPR activ: 2; 697 NFkB inh: -176

What do the screens show for `O=C(CSc1nc(NS(=O)(=O)c2ccccc2)cc(=O)[nH]1)Nc1ccccc1Cl`?
CXCR6 inh: 6; EBI2 antag: -6; CHOP UPR activ: 0.7; Mdm2-MdmX inh: 15; CCR6 antag: -2; Jurkat NFkB inh: 11; Gli-Sufu antag: -27; XBP1 UPR activ: 0; 697 NFkB inh: 2

Results for CCN(CC)CCN(Cc1cc2cc3c(cc2[nH]c1=O)OCO3)C(=S)NCCOC ?
CXCR6 inh: -3; EBI2 antag: -6; CHOP UPR activ: 2.8; Mdm2-MdmX inh: 21; CCR6 antag: 10; Jurkat NFkB inh: -9; Gli-Sufu antag: 21; XBP1 UPR activ: -3; 697 NFkB inh: -21

What do the screens show for `COc1ccc2[nH]c3c(c2c1)CCN1C(=O)C(CC(=O)NCCCN(C)C)C[C@H](C(=O)N2CCOCC2)[C@@]31CCC1CCCC1` (some centres not stated)?
CXCR6 inh: -4; EBI2 antag: -8; CHOP UPR activ: 1.5; Mdm2-MdmX inh: -4; CCR6 antag: 8; Gli-Sufu antag: -4; XBP1 UPR activ: 0; 697 NFkB inh: -8

Results for O=C(CSc1cn[nH]n1)Nc1ccc(O)c(C(=O)O)c1 ?
CXCR6 inh: 8; EBI2 antag: -3; CHOP UPR activ: 0.7; Mdm2-MdmX inh: 21; CCR6 antag: 12; Jurkat NFkB inh: 13; Gli-Sufu antag: 3; XBP1 UPR activ: -4; 697 NFkB inh: 5
